Compound activity from PubChem BioAssay.
SW480 rereplic – inducers of DNA re-replication in SW480 colon cancer cells; 340,000 tested, 1.8% active; AID 624297; SW480 DNA re-replication, Hoechst DNA content imaging, 48 h; Potency, µM (titrated, usually from 46.1 µM), for inactives: at the highest dose re-replication activation, hits mostly activators; further: potency means the concentration at half of the fitted maximal effect; % of control where 0% means no effect; nearly all actives have a fitted effect of over 55% in size
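Hoechst fluorescence of nuclei (405 nm excitation, 500-530 nm emission) measured by plate-scanning imager after 48 hr compound exposure at 37 C; re-replication scored as increased number of nuclei with elevated intensity.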
KB-3-1 tox – KB-3-1 parental cell cytotoxicity; KB-3-1 viability, CellTiter-Glo ATP luminescence, 72 h; Potency, µM (highest dose often 46.1 µM), without a hit: top-dose activity change, negative = cytotoxic, hits mostly cytotoxic; 400,000 tested, 1.4% active; AID 1347075; further: potency means the concentration at half of the fitted maximal effect; on the % scale 0 is the no-effect control and ±100 the full control effect; nearly all actives have a fitted effect of over 60% in size
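Cytotoxicity in the drug-sensitive parental line KB-3-1 was scored as loss of CellTiter-Glo luminescence following 72 h incubation with compound. Values come from curve fitting of normalized concentration-response data.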
KB-V1 MDR tox – KB-V1 MDR subline cytotoxicity | KB-V1 MDR cells viability, CellTiter-Glo, 72 h | 400,000 tested, 3.4% active | Potency, µM (highest dose often 46.1 µM), without a hit: top-dose activity change, negative = cytotoxicity, usual class: cytotoxic | AID 1347076; further: potency means the concentration at half of the fitted maximal effect; on the % scale 0 is the no-effect control and ±100 the full control effect; nearly all actives have a fitted effect of over 60% in size
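In this primary screen, KB-V1 cells overexpressing P-gp are incubated with library compounds (lowest to highest concentration) for 72 h at 37 degrees C before a luminescent ATP viability read.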
HT1080 IDH1KD tx – kills HT-1080 cells with IDH1 knockdown; HT-1080 IDH1 knockdown viability, ATP luminescence, 48 h; Potency, µM (series often up to 46.1 µM), for inactives: top-dose activity, negative = toxicity, most hits filed as cytotoxic; 360,000 tested, 2% active;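 further: potency means the concentration at half of the fitted maximal effect; 0% = DMSO wells and -100% = cell-free medium wells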
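After a 2 h attachment period, IDH1KD HT-1080 cells took pin-transferred compound for 48 h at 37 °C; ATP-based luminescence after 10 min room-temperature reagent incubation reported viability.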
IL-1B inflam inh – blocks inflammasome-driven IL-1 beta release; AID 743279; THP-1 LPS/ATP IL-1B secretion, AlphaLISA, 16 h; stronger effect = lower value; activity change, % at 57.5 µM; 360,000 tested, 4.7% active; in the data active means activity change below about -50%; inconclusive means mostly about -30% to -49%; further: on the % scale 0 is the no-effect control and ±100 the full control effect
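THP-1 cells pretreated 1 hr with compounds (up to 57.5 uM final), then stimulated with LPS (250 ng/mL final) plus ATP (1.25 mM final); secreted IL-1B measured by AlphaLISA after 16 hr, decreased signal indicating inhibition.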
ATXN2 expr inh – ATXN2 expression inhibition. HEK-293 ATXN2-luciferase reporter, luminescence, 24 h. Potency, µM (titrated, usually from 57 µM), for the others: at the top dose activity change, negative = inhibition, most hits filed as inhibitors. 360,000 tested, 0.72% active. AID 1745845; further: potency means the concentration at half of the fitted maximal effect; on the % scale 0 is the no-effect control and ±100 the full control effect; nearly all actives have a fitted effect of over 55% in size
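ATXN2-luciferase reporter cells (luciferase flanked by upstream and downstream ATXN2 gene portions) were treated 24 h at 37 °C with compounds at up to 57 uM. SteadyGlo luminescence gave expression; GF-AFC fluorescence gave viability.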
MCF10A rereplic – inducers of DNA re-replication in MCF 10A breast cells; 350,000 tested, 2.9% active; AID 624296; MCF 10A DNA re-replication, Hoechst nuclear intensity, 48 h; Potency, µM (doses to about 46.1 µM), inactives show at the top dose activity, positive = re-replication, actives largely listed as activators; further: potency means the concentration at half of the fitted maximal effect; % of control where 0% means no effect; nearly all actives have a fitted effect of over 50% in size
S2 tox – cell viability loss in ATXN counter-screen. AID 651635. S2 cells (HEK-293 line with an ATXN2-luciferase reporter) viability, CellTiter-Fluor protease fluorescence, 24 h. Potency, µM (highest dose often 56.7 µM), most hits filed as cytotoxic. 400,000 tested, 0.49% active; further: potency means the concentration at half of the fitted maximal effect; nearly all actives have a fitted effect of over 40% in size
HT1080NT lethal – kills 2HG-producing HT-1080-NT fibrosarcoma cells. HT-1080-NT fibrosarcoma viability, CellTiter-Glo ATP luminescence, 48 h. Potency, µM (titrated, usually from 46.1 µM), inactives show top-dose activity, negative = less viability, hits mostly cytotoxic. 360,000 tested, 1.6% active. AID 686970;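 further: NT is the 2HG producing partner of a matched IDH1 knockdown line; potency means the concentration at half of the fitted maximal effect; 0% = DMSO-treated cells and -100% = media-only wells without cells; nearly all actives have a fitted effect of over 55% in size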
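Fibrosarcoma NT cells, 750 per well in 5% FBS RPMI, were exposed to compound for 48 hours. Viability: CellTiter-Glo luminescence.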
* marks the source's active call; other numbers are inactive results; i = inactive; ? = inconclusive; · = no result given; & = joins results of further samples; [ ] = remark or other dose. Unless noted, the call rests on the fitted dose curve; in most records, active means well fitted curve in the direction sought with a large enough effect; inconclusive means small, poorly fitted or top-dose-only effect, or another doubt; inactive means no such curve, though single readings can be large; an effect the other way counts as inactive or inconclusive. This is a random part of the collection; any-hit rate near 11%.

SMILES	SW480 rereplic	KB-3-1 tox	KB-V1 MDR tox	HT1080 IDH1KD tx	IL-1B inflam inh	ATXN2 expr inh	MCF10A rereplic	S2 tox	HT1080NT lethal
C=CCc1cccc(C=Nc2cccn3cc(-c4ccccc4)nc23)c1O	-7%	-9%	-19%	-14%	5	13%	?	i	-13%
O=C(CCc1nc(-c2ccccc2)c(-c2ccccc2)o1)OCc1ccc(Cl)cc1	-4%	10%	11%	0%	11	-4%	-12%	i	8%
COc1cccc(-c2nc3n(n2)CCc2ccccc2-3)c1	·	-11%	?	-14%	15	·	·	i	-8%
CCOc1ccc(N(Cc2cc3cc(OC)ccc3[nH]c2=O)C(=O)C2CCCO2)cc1 (stereo not given)	-2%	5%	6%	5%	-11	0%	0%	i	2%
CC(=O)C1=CCC(c2ccccc2Cl)N(S(=O)(=O)c2ccc(C)cc2)C1 (stereo not given)	·	?	?	?	?	0%	·	?	?
CCOC(=O)C1=C(O)/C(=C\c2ccc(CNS(=O)(=O)c3ccc(Br)cc3)o2)N=C1C	-30%[inhibitor]	19%	-2%	21%	0	-2%	-16%	i	1%
CCCCCCCCNS(=O)(=O)CCNCc1ccccc1OC	-3%	1%	-4%	-2%	-62*	-36%	?	?	-2%
COc1ccccc1S(=O)(=O)N(C)C[C@@H]1OCc2cnnn2CCCC(=O)N([C@H](C)CO)C[C@H]1C	·	26%	5%	3%	0	-2%	·	i	2%
Cn1c(=O)oc2cc(S(=O)(=O)NC3CCN(Cc4ccccc4)CC3)ccc21	0%	5%	1%	-1%	-8	21%	5%	i	6%
CCOC(=O)c1cccc(NC(=O)c2ccc3c(c2)nnn3CC)c1	·	9%	5%	·	·	-11%	·	i	·
CN(CCc1ccccn1)C(=O)CCC1CCCN(C(=O)c2ccc3c(c2)OCCO3)C1 (stereo not given)	8%[1.84 µM]	9%	6%	8%	15	20%	20%	i	2%
CC(C)C(OC(=O)Cn1nnc2ccccc21)C(=O)NC1CCCC1 (stereo not given)	-19%	12%	23%	10%	12	2%	-4%	i	19%
COc1ccc(NC(=O)C2CC(=O)OC23CCCCC3)cc1 (stereo not given)	-2%	3%	3%	-3%	-2	-4%	-1%	i	-3%
COc1ccc(NC(C)=O)cc1CNC(=O)COc1c(C)c(C)cc(C)c1C	1%	-4%	-19%	-9%	20	4%	0%	i	-1%
O=C(c1ccc(Br)c(S(=O)(=O)N2CCOCC2)c1)N1CCN(C/C=C/c2ccccc2)CC1	-13%	?	-4%	-16%	-4	·	8%	i	-17%
Cc1ccc(NC(=O)c2ccc(-n3c(C)nnc3C)cc2)cc1F	·	-2%	11%	·	·	7%	·	i	·
COc1ccc(N/N=C(/C#N)S(=O)(=O)c2nsc(C)c2C#N)cc1	1%	-25%	7%	-1%	32	4%	20%	i	-5%
COCc1nnc(NC(=O)c2ccc(S(=O)(=O)N3CCCCCC3)cc2)o1	11%	?	-23%	?	15	-9%	?	i	-25%
Cc1ccc(C)c(S(=O)(=O)NCc2ccc(C(=O)N3CCN(c4ccccc4)CC3)cc2)c1	13%	0%	?	-5%	-63*	-8%	18%	i	-2%
O=C(O)c1ccc(Cn2ccc3ccccc32)o1	-5%	-7%	-6%	-3%	7	·	-4%	i	-1%
COc1cccc(C(C(=O)NC2CCCC2)N(Cc2ccc(C)cc2)C(=O)c2ccco2)c1OC (stereo not given)	18%	-18%	0%	-13%	-21	-12%	?	i	-6%
CCOC(=O)c1c(-c2ccc(F)cc2)csc1NC(=O)C1CC=CCC1C(=O)O (stereo not given)	-19%	-1%	32%	-19%	29	22%	?	i	-18%
COc1cccc(N(CC(=O)NCC2CCCO2)C(=O)CNS(=O)(=O)c2ccccc2)c1 (stereo not given)	7%	1%	2%	3%	2	4%	-4%	i	-5%
CCCCOC(=O)Nc1nc2ccc([N+](=O)[O-])cc2s1	-4%	14%	11%	-5%	6	3%	-3%	i	19%
Cc1ccccc1-n1ncc2c(SCC(=O)NC3CCCC3)ncnc21	-9%	-25%	?	-9%	-71*	-15%	1%	i	-4%
Nc1cc(N)nc(SCC(=O)Nc2ccccc2N2CCOCC2)n1	-56%[inhibitor]	3%	20%	5%	11	6%	5%	i	-19%
COc1ccc(Cl)cc1NC(=O)c1cccc([N+](=O)[O-])c1O	-3%	12µM*	21µM*	?	-1	?	?	?	?
CCOC(=O)C1=C(C)N=C2SC(C)C(=O)N2C1c1ccc(OC(C)=O)c(OC)c1 (stereo not given)	1%	0%	14%	-13%	26	2%	11%	i	3%
COC(=O)C1(C)NC(c2cccs2)C2C(=O)N(c3ccccc3F)C(=O)C21 (stereo not given)	-4%	0%	6%	11%	44	-34%	2%	i	11%
CCCCOC(=O)c1ccc(NC(=O)C(=O)NCCN(CC)CC)cc1	2%	-9%	?	-13%	·	-24%	?	·	-24%
CC1CC(C)CN(C(=O)/C=C/c2ccc(S(=O)(=O)N3CCOCC3)cc2)C1 (stereo not given)	3%	·	·	-1%	-10	-3%	?	i	19%
CCn1c(=NC(=O)CS(=O)(=O)c2ccccc2)sc2cccc(OC)c21	1%	?	?	-1%	-59*	-9%	?	i	3%
Cc1nn(C2CCS(=O)(=O)C2)c(C)c1CN(C)C(=O)c1cccc(Cl)c1 (stereo not given)	-17%	-2%	?	-8%	-12	0%	13%	i	-7%
O=C(O)C1C2CCC(C2)C1C(=O)NCCCn1ccnc1 (stereo not given)	-7%	5%	13%	0%	9	-1%	-6%	i	1%
CN(CC(=O)Nc1ccccc1Br)C(=O)c1sccc1-c1ccccc1	1%	0%	?	0%	3	·	9%	i	-4%
O=C(NC(=S)NNC(=O)c1ccccc1[N+](=O)[O-])c1ccc(Br)cc1	0%	8%	2%	1%	52	13%	14%	i	-16%
COCC(=O)N1CCC(Oc2ccc(C(=O)NC(C)c3nc(C)sc3C)cc2)CC1 (stereo not given)	19%	17%	6%	13%	3	9%	4%	i	8%
Cc1cc(C)nc(SCC(=O)OCC(=O)Nc2nc3ccccc3s2)n1	6%	-3%	-15%	-7%	17	-22%	13%	i	-1%
CC(C)(C)NC(=O)C(c1ccnc2ccccc12)n1c(=O)c(-c2ccco2)nc2ccccc21 (stereo not given)	·	6%	-9%	0%	16	·	·	·	2%
CC(=O)Nc1ccc(SCC(=O)Nc2ccccc2N2CCOCC2)cc1	1%	11%	-20%	-4%	-13	-7%	6%	i	-2%
COc1ccc2nc(SCC(=O)N3CC(=O)Nc4ccccc43)c(C#N)cc2c1	5µM*	2.6µM*	?	?	?	?	2.8µM*	i	?
Cc1cnc(NC(=O)c2c(-c3ccccc3)noc2C)s1	8%	-26%	-4%	-9%	57	6%	-10%	i	-4%
Nc1ccc(N=Nc2ccc(O)cc2)c(N)n1	?	24%	-47%	0%	-5	43%[activator]	20%	·	-21%
CC(C)(C)CNc1cc(N2CCOCC2)ccc1[N+](=O)[O-]	-2%	-4%	0%	-14%	-19	-6%	10%	?	7%
Cc1ccc(S(=O)(=O)N2CCCC(N3CCOCC3)C2)cc1Cl (stereo not given)	10%	4%	-17%	-10%	4	1%	2%	i	0%

Molecules from the list above that have a tert-butyl group:
SMILES	SW480 rereplic	KB-3-1 tox	KB-V1 MDR tox	HT1080 IDH1KD tx	IL-1B inflam inh	ATXN2 expr inh	MCF10A rereplic	S2 tox	HT1080NT lethal
CC(C)(C)NC(=O)C(c1ccnc2ccccc12)n1c(=O)c(-c2ccco2)nc2ccccc21 (stereo not given)	·	6%	-9%	0%	16	·	·	·	2%
CC(C)(C)CNc1cc(N2CCOCC2)ccc1[N+](=O)[O-]	-2%	-4%	0%	-14%	-19	-6%	10%	?	7%

(continued)
SMILES	SW480 rereplic	KB-3-1 tox	KB-V1 MDR tox	HT1080 IDH1KD tx	IL-1B inflam inh	ATXN2 expr inh	MCF10A rereplic	S2 tox	HT1080NT lethal
Cc1cc(C)c(Cn2c3ccccc3c3cnn(CC(=O)NCC(C)c4ccccc4)c(=O)c32)c(C)c1 (stereo not given)	·	-7%	-3%	·	·	10%	·	i	·
O=C(Cn1cc(C(=O)c2ccco2)c2ccccc21)Nc1ccccc1Cl	·	0%	-26%	·	·	-10%	·	i	·
N#Cc1nc(-c2ccccc2Cl)oc1NCc1ccco1	21%	-10%	?	-6%	-15	-7%	-5%	i	-15%
Cc1ccc(/C=N/NC(=O)Cn2nnc(N)n2)o1	-3%	3%	18%	13%	-2	-5%	-8%	i	13%
CCn1c(O)c(/C=C2\C=Nc3ccccc32)sc1=Nc1ccccc1	-2%	-16%	-13%	3%	8	12%	-2%	?	5%
NNc1nc(-c2ccccc2)cc(-c2ccc(Br)cc2)n1	?	?	?	?	-56*	?	14%	i	?
OCc1cccc(-c2csc(C(O)c3ccco3)n2)c1 (stereo not given)	·	0%	2%	0%	3	14%	·	i	-1%
CCN(CCCNC(=O)Cn1ncc2c([nH]c3ccc(C)cc32)c1=O)c1cccc(C)c1	0%	11%&3%	0%&21%	2%	-16	6%&0%	?	i	-3%
CCOc1ccc2[nH]c(=O)c(CN(Cc3nnnn3CCc3ccccc3)CC3CCCO3)cc2c1 (stereo not given)	-3%	7%	?	-10%	-29	3%	-2%	?	-1%
Cc1ccc2c(c1)N(CCC(=O)NCc1ccco1)C(=O)CO2	0%	16%	9%	6%	?	-4%	4%	i	26%
Nc1nc(SCC(=O)Nc2ccc([N+](=O)[O-])cc2)n[nH]1	6%	-3%	-4%	-21%	0	-10%	-1%	i	1%
COc1ccc(-n2nc(C(=O)NCC(=O)NCc3ccccc3OC)c3ccccc3c2=O)cc1	-1%	15%	7%	15%	13	-1%	1%	?	-16%
Cc1cc(C)n(-c2ccc(C(=O)N3CCN(S(=O)(=O)c4ccc(C(C)C)cc4)CC3)cc2)n1	-20%	-2%	-11%	-2%	?	-7%	5%	i	-6%
